Assay outcomes deposited in PubChem BioAssay by several laboratories.
PLAP inhibition: inhibition of human placental alkaline phosphatase – biochemical, luminescence, HTS (AID 690) | purified PLAP, luminescent substrate; higher % means a stronger effect | actives 0.08% (n = 96,000) | inhibition, % at 20 µM, or IC50 in µM where a hit was titrated; in the data active means a potency from the dose series; inactive means the rest, 99 in 100 with inhibition below about 30%; further: strong numbers were not always called active
MRP resist rev: reverses drug resistance mediated by MRP. H69AR cells + 2 uM doxorubicin, CellTiter-Glo, 72 h. differential viability (reversal), % at 10 µM. actives 0.04% (n = 85,000);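 active means viability drop by adding the cancer drug above about 55%, with treated viability meeting a 40% cutoff, limit read from the data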;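 further: viability without doxorubicin minus viability with 2 µM doxorubicin for each compound; larger differential means the compound sensitizes cells more to doxorubicin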
NFkB transloc pot: enhances IL-1B driven NFkB nuclear translocation. HUVEC IL-1B NFkB p65 nuclear translocation imaging. AID 819. activation, % at 2 µM. actives 0.3% (n = 94,000);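 active means activation above 40%, about the mean plus 3 SD, also judged a hit on visual image review; inconclusive means activation above 40% but not a hit on visual review; inactive means activation not above 40% and no visual hit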;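 further: percent activation is computed from the nuclear over cytoplasmic p65 intensity ratio; values of inactives mirror those of a sister screen read the other way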
Bcl-B displacement: displacers of TR3 peptide from Bcl-B, primary screen, selectivity assay for Bfl-1 inhibitor project, biochemical, fluorescence polarization | actives 0.11% (n = 96,000) | displacement, % at 20 µM, or IC50 in µM where a hit was titrated | AID 748 | FP displacement of FITC-TR3 peptide from Bcl-B; higher % means a stronger effect;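 active means displacement above 50% at 20 µM plus a fluorescence interference ratio under 1.5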;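 further: plate controls were wells without compound for no effect and wells lacking Bcl-B protein for full effect; a part of the inactive calls stands beside numbers as strong as those of hits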
NFkB transloc inh: blocks IL-1B driven NFkB nuclear translocation in HUVEC cells. HUVEC IL-1B NFkB p65 nuclear translocation imaging. inhibition, % at 2 µM. actives 0.43% (n = 94,000);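 active means inhibition above about 30% together with a positive call from visual inspection of the well image, limit read from the data; inconclusive means inhibition above a set limit but visual check negative; inactive means inhibition not above a set limit, visual check negative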;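 further: nuclear over cytoplasmic p65 intensity ratio measured by imaging; 0% = IL-1B stimulated DMSO wells and 100% = unstimulated DMSO wells; values of inactives mirror those of a sister screen read the other way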
MRP resist rev cytotoxicity: second read-out of MRP resist rev, no call of its own (marks repeat the call); viability, %; H69AR cells, CellTiter-Glo, 72 h; measured here: cytotoxicity without doxorubicin
MRP resist rev with doxorubicin: second read-out of MRP resist rev, no call of its own (marks repeat the call); viability, %; measured here: viability with 2 uM doxorubicin; active compounds read low
NFkB transloc inh cell count 2 µM: second read-out of NFkB transloc inh, no call of its own (marks repeat the call); cell count; measured here: cells passing quality filter;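 raw number of nuclei counted in each imaged well without normalization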
NFkB transloc pot cell count 2 µM: recorded beside NFkB transloc pot, whose call it bears; cell count; measured here: cells passing quality filter
* hit, by the source's call; ? = inconclusive; · = not tested or not shown. These rows are one share of the data. The share of hits here may be higher or lower than overall.

SMILES	PLAP inhibition	MRP resist rev	MRP resist rev cytotoxicity	MRP resist rev with doxorubicin	NFkB transloc pot	NFkB transloc pot cell count 2 µM	Bcl-B displacement	NFkB transloc inh	NFkB transloc inh cell count 2 µM
COc1ccc(C(c2sc3ncnn3c2O)N2CCN(c3ccccc3F)CC2)cc1OC (stereo not drawn)	-56%	11	90	78	0	141	0%	0	141
O=C(Cc1ccc(Cl)cc1)Nc1ccc2oc(-c3ccncc3)nc2c1	12%	-13	32	46	5	165	-11%	-5	165
Fc1ccccc1N1CCN(c2cnc3ccccc3n2)CC1	10%	5	77	71	-13	57	-6%	13	57
COc1ccc(OC)c(N2C(N)=NC(N)=NC23CCCC3)c1	4%	5	103	99	-10	148	-12%	10	148
CC(=O)c1sc2nc(=O)c(C)nn2c1C	13%	6	86	81	·	·	-6%	·	·
S=C(Nc1ccccc1)c1ccccn1	-72%	-1	1	2	20	127	7%	-20	127
CCC1C(=O)N=C(SCC(=O)Nc2ccccc2)NC1=O (stereo not drawn)	·	1	98	96	17	143	·	-17	143
CCCSc1nc2c(c(=O)[nH]c(=O)n2C)n1CCc1ccccc1	8%	-2	74	76	13	169	-24%	-13	169
COc1ccc(-c2noc(CSc3nc(-c4ccccc4)cc(=O)[nH]3)n2)cc1OC	-39%	3	92	89	3	115	-20%	-3	115
CC1CCc2cc(F)ccc2N1C(=O)CCC(=O)O (stereo not drawn)	-3%	-6	92	98	?	·	-13%	-43	118
COc1ccc(C(=O)NCc2oc(-c3ccccc3)cc2C(=O)O)cc1	-31%	16	96	80	19	152	-4%	-19	152
N#Cc1ccc(-c2ccc(F)cc2)nc1Oc1ccccc1	10%	·	·	·	16	157	-8%	-16	157
CCC(Sc1nc2c(c(=O)[nH]1)CCC2)C(=O)Nc1cccc(OC)c1 (stereo not drawn)	-26%	13	103	91	·	·	2%	·	·
COc1ccc(CCn2c(NCc3ccco3)nc3c2c(=O)[nH]c(=O)n3C)cc1	9%	5	91	86	0	135	10%	0	135
Cc1ccc(C)c(N(CC(=O)NN=C2CCCCCCC2)S(C)(=O)=O)c1	-19%	·	·	·	-2	149	-12%	2	149
COc1ccccc1NC(=S)NNC(=O)c1ccc(O)cc1	-145%	·	·	·	29	162	1%	-30	162
CCCOc1ccc(CN(CCO)CCO)cc1C(=O)OC	-43%	4	98	94	-1	93	6%	1	93
CC(C)(C)CC(=O)Nc1cccc2c1CCCC2	16%	4	96	92	·	·	4%	·	·
COCCCN1C(=O)C(=O)/C(=C(/O)c2ccc(C)cc2)C1c1ccccc1 (stereo not drawn)	-2%	-7	94	101	-11	176	12%	11	176
Cc1cc(C)n(C(=O)c2ccc(NC(=O)C3COc4ccccc4O3)cc2)n1 (stereo not drawn)	3%	-6	84	90	1	159	-9%	-1	159
O=C(CCC(=O)c1ccc(F)cc1)OC1CCOC1=O (stereo not drawn)	-24%	-1	95	96	20	117	-8%	-20	117
CC(C)C(=O)NC(Nc1ccccc1F)C(Cl)(Cl)Cl (stereo not drawn)	11%	·	·	·	11	141	-3%	-11	141
CSC1=C(C#N)C2(CCCC2)C(C#N)=C(N)N1	17%	11	90	79	4	88	-5%	-4	88
Cc1ccc(O)c(/C=N/NC(=O)C2=NNC(c3ccccc3)(c3ccccc3)C2)c1	·	-20	37	57	17	128	·	-17	128
O=C(CCCSc1nnc(-c2cccs2)n1CC1CCCO1)c1ccccc1 (stereo not drawn)	-69%	11	70	58	27	207	-1%	-27	207

Part of the list above, bar-delimited.
Structure | PLAP inhibition | MRP resist rev | MRP resist rev cytotoxicity | MRP resist rev with doxorubicin | NFkB transloc pot | NFkB transloc pot cell count 2 µM | Bcl-B displacement | NFkB transloc inh | NFkB transloc inh cell count 2 µM
COCCCN1C(=O)C(=O)/C(=C(/O)c2ccc(C)cc2)C1c1ccccc1 (stereo not drawn) | -2% | -7 | 94 | 101 | -11 | 176 | 12% | 11 | 176
CC(=O)c1sc2nc(=O)c(C)nn2c1C | 13% | 6 | 86 | 81 | · | · | -6% | · | ·
COc1ccccc1NC(=S)NNC(=O)c1ccc(O)cc1 | -145% | · | · | · | 29 | 162 | 1% | -30 | 162
CCCOc1ccc(CN(CCO)CCO)cc1C(=O)OC | -43% | 4 | 98 | 94 | -1 | 93 | 6% | 1 | 93
O=C(CCCSc1nnc(-c2cccs2)n1CC1CCCO1)c1ccccc1 (stereo not drawn) | -69% | 11 | 70 | 58 | 27 | 207 | -1% | -27 | 207
Cc1cc(C)n(C(=O)c2ccc(NC(=O)C3COc4ccccc4O3)cc2)n1 (stereo not drawn) | 3% | -6 | 84 | 90 | 1 | 159 | -9% | -1 | 159

Carrying on:
SMILES	PLAP inhibition	MRP resist rev	MRP resist rev cytotoxicity	MRP resist rev with doxorubicin	NFkB transloc pot	NFkB transloc pot cell count 2 µM	Bcl-B displacement	NFkB transloc inh	NFkB transloc inh cell count 2 µM
C=CCc1ccc(OCC(O)CN2CCCCC2)c(OC)c1 (stereo not drawn)	15%	6	83	76	-5	159	1%	5	159
CCn1cnc2cc(NCc3ccc(C)cc3)ccc21	8%	18	104	86	32	130	-8%	-32	130
CCCCc1nc2sc3c(c2c(=O)[nH]1)CCC3	15%	-4	85	90	?	·	-2%	-44	122
C=CCC1CCCCC12NC(=O)NC2=O (stereo not drawn)	-24%	-4	103	107	·	·	-1%	·	·
COc1cc(-c2nnc3sc(-c4ccco4)nn23)cc(OC)c1OC	-14%	2	18	15	·	·	-1%	·	·
O=C(Nn1c(-c2ccc(F)cc2)nc2ccccc2c1=O)C1CCCCC1	-38%	-17	82	100	10	76	2%	-10	76
Cc1cccc(C(=O)NNC(=O)c2ccc(-c3ccccc3)cc2)c1	-40%	·	·	·	3	149	9%	-3	149
CC(C)P(=O)(Cc1cccc(C#N)c1)C(C)C	1%	-8	93	101	10	183	10%	-10	183
Cc1cccc(NC(=O)Nc2nnc(N3CCCCC3C)s2)c1C (stereo not drawn)	6%	0	92	93	4	67	1%	-4	67
CCN1C(=O)c2ccccc2S(=O)c2ccc(C(=O)NCCCN3CCCC3=O)cc21 (stereo not drawn)	-2%	-6	85	91	·	·	-2%	·	·
COc1ccc(OCC(=O)Nc2cc(OC)cc(OC)c2)cc1	28%	-4	79	83	·	·	10%	·	·
CCCc1[nH]nc2c1C(c1ccc(O)c(OC)c1)C(C#N)=C(N)O2 (stereo not drawn)	12µM*	-14	83	98	-10	110	-2%	10	110
COc1ncnc2c1oc1nc(CC(C)C)c3c(c12)CCCC3	-10%	-3	98	101	-4	107	-1%	4	107
CCC(C)(C)n1nnnc1C(C(C)C)N(Cc1ccco1)Cc1cc2cc3c(cc2[nH]c1=O)OCO3 (stereo not drawn)	-3%	9	78	69	9	158	15%	-9	158
CCCn1c(CCNC(=O)c2cccs2)nc2ccccc21	·	17	93	76	-5	142	·	5	142
O=C(Cn1nnc2c(cnn2-c2ccccc2)c1=O)NCc1cccs1	12%	·	·	·	-9	91	-8%	9	91
C=CCn1c(CNC(=O)c2cccs2)nnc1SCC(=O)c1ccc(Br)cc1	27%	-6	82	88	9	180	4%	-9	180
Cc1cccc(C2=N/C(=C\c3cccnc3)C(=O)O2)c1	-7%	·	·	·	-6	120	-3%	6	120
O=C(C1CCCN(S(=O)(=O)c2ccc(Br)s2)C1)N1CCCCCC1 (stereo not drawn)	-27%	10	85	75	-33	54	-2%	33*	54*
CCOC(=O)CC(=O)CSc1nnc(Cn2c(=O)sc3ccccc32)n1C	17%	-5	87	92	-3	97	9%	3	97
O=C1C2C3c4ccccc4C(c4ccccc43)C2C(=O)N1c1cccc2cccnc12 (stereo not drawn)	-1%	·	·	·	-3	154	-2%	3	154
O=C(N1CCN(c2ccccc2F)CC1)C12CC3CC(CC(C3)C1)C2	-6%	3	86	83	26	141	1%	-26	141
COc1ccc(/C=C/C(=O)NC(=S)NNC(=O)Cc2cccs2)cc1OC	-52%	·	·	·	-1	155	5%	1	155
CCC(N)C12CC3CC(CC(O)(C3)C1)C2 (stereo not drawn)	·	-3	94	97	11	89	·	-11	89
CN(C)S(=O)(=O)N1CCN(c2cc(Cl)ccc2Cl)CC1	-9%	14	100	86	-9	82	1%	8	82
SMILES	PLAP inhibition	MRP resist rev	MRP resist rev cytotoxicity	MRP resist rev with doxorubicin	NFkB transloc pot	NFkB transloc pot cell count 2 µM	Bcl-B displacement	NFkB transloc inh	NFkB transloc inh cell count 2 µM
Cc1cccnc1NCc1ccc(O)c2ncccc12	-155%	-4	13	17	2	132	5%	-2	132
COc1ccccc1C(=O)NNC1=C(C(=O)C(F)(F)F)CCC1	-28%	·	·	·	-1	122	-3%	1	122
Cc1cccc(C(=O)NCc2nnc(SCC(=O)N3CCN(c4ccccc4)CC3)n2C)c1	·	4	97	93	21	107	·	-21	107
N#Cc1nc(-c2ccccc2F)oc1NC1CCCCC1	2%	8	93	85	13	198	-3%	-13	198
COC(=O)C1=C(CSc2nc3ccccc3o2)NC(=O)NC1c1cc(C)ccc1C (stereo not drawn)	-8%	3	96	94	30	122	-11%	-30	122
O=C1OC(c2ccc(Br)cc2)=N/C1=C\N1CCCCC1	11%	·	·	·	0	124	-11%	0	124
CCOC(=O)CSc1nnc2n1C(C)(C)Cc1ccccc1-2	·	-10	88	99	13	173	·	-13	173
O=C(O)Cc1ccc(NC(=O)c2ccc(NC(=O)c3ccco3)cc2)cc1	-6%	-5	90	95	-1	167	7%	1	167
CCCCN1C(=O)c2ccccc2C1C(=O)NC1CCCC1 (stereo not drawn)	-1%	2	82	81	6	119	16%	-6	119
CCOc1ccc(-n2c(N)c(C(=O)NCc3ccco3)sc2=S)cc1	1%	18	90	72	-4	142	0%	4	142
CCOC(=O)C1CCCN(S(=O)(=O)Cc2ccccc2)C1 (stereo not drawn)	-15%	·	·	·	38	72	-3%	-38	72
CC(=O)c1ccc(NC2OC(CO)C(O)C(O)C2O)cc1 (stereo not drawn)	10%	-7	86	93	21	165	-1%	-21	165
O=C(CCn1c(=S)[nH]c2ccccc2c1=O)NCCCN1CCCC1=O	-1%	-2	95	97	0	127	-4%	0	127
COc1cc(NC(=O)CCc2ccccc2)nc(OC)n1	0%	-6	91	97	-7	128	0%	7	128
CCCCCC(=O)N1CCN(CCN=CC2=C(O)CC(c3cccs3)CC2=O)CC1 (stereo not drawn)	-52%	-18	85	103	0	229	-24%	0	229
Cc1ccc(C2CC(=O)NC(SCc3ccccc3)=C2C#N)o1 (stereo not drawn)	26%	·	·	·	-6	108	7%	6	108
CN1CCN(c2nc3c(c(=O)[nH]c(=O)n3C)n2Cc2cccc3ccccc23)CC1	-62%	-5	72	77	-5	120	-6%	5	120

Only NFkB transloc inh cell count 2 µM, NFkB transloc inh and MRP resist rev with doxorubicin, for some of the entries so far:
molecule | NFkB transloc inh cell count 2 µM | NFkB transloc inh | MRP resist rev with doxorubicin
CC(=O)c1ccc(NC2OC(CO)C(O)C(O)C2O)cc1 (stereo not drawn) | 165 | -21 | 93
Cc1cccc(C(=O)NCc2nnc(SCC(=O)N3CCN(c4ccccc4)CC3)n2C)c1 | 107 | -21 | 93
Cc1ccc(C2CC(=O)NC(SCc3ccccc3)=C2C#N)o1 (stereo not drawn) | 108 | 6 | ·
CCCCN1C(=O)c2ccccc2C1C(=O)NC1CCCC1 (stereo not drawn) | 119 | -6 | 81
COc1ccccc1C(=O)NNC1=C(C(=O)C(F)(F)F)CCC1 | 122 | 1 | ·
